ATXN2 expr inh: reduces ATXN2 reporter expression in HEK-293 cells; HEK-293 ATXN2-luciferase reporter, luminescence, 24 h; Potency, µM (top dose mostly 57 µM), for the others: at the top dose activity change, negative = inhibition, usual class: inhibitors; actives 0.72% (n = 360,000); note: potency is the fitted concentration of half-maximal effect; % is set by controls: 0 for no effect and ±100 for the full control effect; nearly all actives have a fitted effect of over 55% in size
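qHTS (up to 57 uM final) was run with 24 h compound exposure of reporter cells at 37 °C. Each well was multiplexed: SteadyGlo luminescence measured ATXN2-luciferase expression after a fluorogenic Gly-Phe-AFC viability readout (25 uM final).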
HepG2 viability: HepG2 cytotoxicity, counter-screen for TGF-b inhibitors. actives 0.76% (n = 410,000). Potency, µM (top dose mostly 46.1 µM), for inactives: at the highest dose activity change, negative = cytotoxicity, usual class: cytotoxic. HepG2 CAGA-GFP viability, ATP luminescence, 18 h; note: potency is the fitted concentration of half-maximal effect; some results filed as inactive show a strong effect at the top dose
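CellTiter-Glo luminescence gave cytotoxicity after 18 hours at 37 degrees C. The cells were HepG2 CAGA-GFP in 1% FBS DMEM, stimulated with 500 pg/mL TGF-beta after compound addition. %Activity was normalised to no-cell wells (complete cell-killing) and DMSO (no toxicity), and curves were fitted and classified.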
MCF10A rereplic: induces DNA re-replication in MCF 10a normal breast cells; MCF 10A DNA re-replication, Hoechst nuclear intensity, 48 h; Potency, µM (top dose mostly 46.1 µM), for inactives: at the top dose activity, positive = re-replication, actives largely listed as activators; actives 2.9% (n = 350,000); AID 624296; note: potency is the fitted concentration of half-maximal effect; % of control where 0% means no effect; nearly all actives have a fitted effect of over 50% in size
HT1080-NT tox: kills 2HG-producing HT-1080-NT fibrosarcoma cells | HT-1080-NT fibrosarcoma viability, CellTiter-Glo ATP luminescence, 48 h | Potency, µM (titrated, usually from 46.1 µM), without a hit: at the highest dose activity, negative = less viability, most hits filed as cytotoxic | actives 1.6% (n = 360,000) | AID 686970;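 note: NT is the 2HG producing partner of a matched IDH1 knockdown line; potency is the fitted concentration of half-maximal effect; 0% = DMSO-treated cells and -100% = media-only wells without cells; nearly all actives have a fitted effect of over 55% in size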
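Luminescent CellTiter-Glo readout after 48 hours of compound exposure at 37 degrees C defined viability of HT-1080-NT cells. Activity was normalized to DMSO wells and cell-free media wells; concentration-response curves were fitted and assigned curve classes.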
HT1080 IDH1KD tx: toxicity to HT-1080 IDH1 knockdown cells (counter line); HT-1080 IDH1 knockdown viability, ATP luminescence, 48 h; Potency, µM (titrated, usually from 46.1 µM), without a hit: at the top dose activity, negative = toxicity, hits mostly cytotoxic; actives 2% (n = 360,000); AID 686971;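 note: potency is the fitted concentration of half-maximal effect; 0% = DMSO wells and -100% = cell-free medium wells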
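Viability of IDH1-knockdown HT-1080 fibrosarcoma cells was assessed by CellTiter-Glo after 48 h at 37 °C with titrated compound; concentration-effect curves were classified by fit quality and response size.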
S2 tox: cell viability loss in ATXN counter-screen; S2 cells (HEK-293 line with an ATXN2-luciferase reporter) viability, CellTiter-Fluor protease fluorescence, 24 h; actives 0.49% (n = 400,000); Potency, µM (highest dose often 56.7 µM), usual class: cytotoxic; AID 651635; note: potency is the fitted concentration of half-maximal effect; nearly all actives have a fitted effect of over 40% in size
KB-3-1 cytotox: KB-3-1 parental cell cytotoxicity; KB-3-1 viability, CellTiter-Glo ATP luminescence, 72 h; Potency, µM (series often up to 46.1 µM), for inactives: at the highest dose activity change, negative = cytotoxic, hits mostly cytotoxic; actives 1.4% (n = 400,000); AID 1347075; note: potency is the fitted concentration of half-maximal effect; % is set by controls: 0 for no effect and ±100 for the full control effect; nearly all actives have a fitted effect of over 60% in size
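Here the drug-naive KB-3-1 line serves as comparator for MDR sub-line selectivity; cells received compound titrations, 72 h at 37 °C, then CellTiter-Glo readout.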
IL1B secr inh: inflammasome signaling inhibition, IL-1 beta readout; THP-1 LPS/ATP IL-1B secretion, AlphaLISA, 16 h; active compounds read low; actives 4.7% (n = 360,000); activity change, % at 57.5 µM; in the data active = activity change below about -50%; inconclusive = mostly about -30% to -49%; note: % is set by controls: 0 for no effect and ±100 for the full control effect
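THP-1 cells pretreated 1 hr with compounds (up to 57.5 uM final), then stimulated with LPS (250 ng/mL final) plus ATP (1.25 mM final); secreted IL-1B measured by AlphaLISA after 16 hr, decreased signal indicating inhibition.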
SW480 rerep: DNA re-replication induction in SW480 cells. Potency, µM (titrated, usually from 46.1 µM), for the others: at the highest dose re-replication activation, hits mostly activators. SW480 DNA re-replication, Hoechst DNA content imaging, 48 h. actives 1.8% (n = 340,000); note: potency is the fitted concentration of half-maximal effect; % of control where 0% means no effect; nearly all actives have a fitted effect of over 55% in size
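Image-based read-out: total Hoechst fluorescence of nuclei (405 nm excitation, 500-530 nm emission), with hits raising the fraction of high-intensity nuclei. SW480 colon cells incubated 48 hr with compounds at 37 C.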
Active calls of the source: *; i = inactive; ? = inconclusive; · = no result given; [ ] = dose if it differs, or a comment. Unless noted, calls come from the whole dose curve; as a rule, active = well fitted curve in the direction sought with a large enough effect; inconclusive = small, poorly fitted or top-dose-only effect, or another doubt; inactive = no such curve, though single readings can be large; an effect the other way counts as inactive or inconclusive.

SMILES	ATXN2 expr inh	HepG2 viability	MCF10A rereplic	HT1080-NT tox	HT1080 IDH1KD tx	S2 tox	KB-3-1 cytotox	IL1B secr inh	SW480 rerep
O=C(C1=C(O)C(=O)N(c2ccccc2)C1c1ccc([N+](=O)[O-])cc1)c1cccs1 (configuration not stated)	-19%	3%	-2%	-23%	0%	i	-4%	4	-6%
N#Cc1c(-c2ccc3c(c2)OCO3)cc[nH]c1=O	·	0%	17%	8%	-1%	i	?	17	-18%
c1coc(Cn2c(SCc3nc4ccccc4[nH]3)nnc2-c2cccs2)c1	-6%	-23%	-8%	7%	3%	i	?	-19	-8%
Cc1ccc(OCc2cc(C(=O)NCC3COCCO3)no2)cc1C (configuration not stated)	17%	3%	?	-6%	-9%	i	·	30	?
CN(C(=O)COC(=O)c1ccccc1NC(=O)c1ccco1)C1CCS(=O)(=O)C1 (configuration not stated)	-19%	4%	10%	5%	17%	i	-3%	-7	-7%
CC(C)c1ccc(NC(=O)Cn2c(=O)oc3ccccc32)cc1	·	-2%	11%	2%	8%	i	-5%	-12	?
O=C(COc1ccccc1)NCC(=O)Nc1ccncc1	-8%	33%	8%	-6%	-1%	i	-4%	24	-6%
O=[N+]([O-])c1ccc(Oc2ccc(-c3cnc4ccccc4n3)cc2[N+](=O)[O-])cc1	31%	-4%	13%	3%	19%	i	-24%	7	-1%
CC(C)c1cc(CNC(=O)CCc2nnc(CCCCc3ccccc3)o2)on1	4%	-17%	2%	0%	1%	i	-24%	43	-9%
O=C(N/N=C/c1ccc2c(c1)OCO2)C1COc2ccccc2O1 (configuration not stated)	12%	-14%	9%	?	?	i	-2%	11	0%
O=C1C=C(c2ccccc2)OC2(CCCC2)O1	·	-1%	-1%	5%	1%	·	10%	-9	-11%
COc1ccccc1C1C(C(=O)c2sc(C)nc2C)=C(O)C(=O)N1CCN1CCOCC1 (configuration not stated)	10%	5%	-2%	11%	6%	i	1%	5	-6%
Cc1ccc(S(=O)(=O)Nc2cccc(C(=O)NCCN3CCOCC3)c2)cc1F	-2%	2%	4%	-5%	-5%	i	20%	0	?
CC(OC(=O)c1ccc2ncsc2c1)C(=O)N(C)C1CCCCC1 (configuration not stated)	-7%	10%	3%	8%	21%	i	9%	-12	-4%
COc1ccc(C(=O)NCC(=O)OCC(=O)c2cc(OC)c(OC)c(OC)c2)cc1OC	6%	-2%	6%	6%	10%	i	-19%	12	-7%
COc1ccc(Oc2nc(-c3ccccn3)nc3ccccc23)cc1	-35%	-35%	2%	?	?	?	?	-93*	?
COc1ccc([C@@H]2CC=C(C(=O)O)[C@H](c3cccc(Cl)c3)N2S(=O)(=O)c2ccc(C)cc2)cc1OC	4%	-2%	?	2%	1%	i	-7%	22	-8%
COC(=O)c1cn(NC(=O)Cc2ccc(OC)c(OC)c2)c(=O)c2ccccc12	2%	-2%	1%	1%	1%	i	15%	-21	1%
CCOC(=O)N/N=C/c1cccnc1	-17%	15%	1%[9.22 µM]	14%	10%	i	9%	34	?
Cc1cccc(/C=N/N(CCO)C2=NS(=O)(=O)c3ccccc32)c1	-35%	1%	17%	-2%	-20%	i	?	-1	4%

Single values from above:
Reading for `CCOC(=O)N/N=C/c1cccnc1` in KB-3-1 cytotox: 9%
Reading for `Cc1ccc(S(=O)(=O)Nc2cccc(C(=O)NCCN3CCOCC3)c2)cc1F` in MCF10A rereplic: 4%
Reading for `COc1ccccc1C1C(C(=O)c2sc(C)nc2C)=C(O)C(=O)N1CCN1CCOCC1` (configuration not stated) in IL1B secr inh: 5

(listing goes on)
SMILES	ATXN2 expr inh	HepG2 viability	MCF10A rereplic	HT1080-NT tox	HT1080 IDH1KD tx	S2 tox	KB-3-1 cytotox	IL1B secr inh	SW480 rerep
COCCCNCC#CCOc1ccc(OC)cc1	-12%	-5%	2%	6%	6%	i	10%	-7	-4%
CC(SC(C)C(=O)NN=Cc1cccc(Cl)c1)C(=O)NN=Cc1cccc(Cl)c1 (configuration not stated)	?	-31%	4.1µM*	-20%	?	i	?	18	9.2µM*
CC(=O)c1ccc(OC(C)C(=O)OCC(=O)NCCc2ccccc2)cc1 (configuration not stated)	4%	-3%	-5%	7%	12%	i	23%	23	4%
Cc1cccc(OCc2nc(CC(=O)Nc3ccc(C)cc3C)cs2)c1	?	-25%	·	·	·	?	5%	·	·
O=S1(=O)CCN2C(c3cccc4ccccc34)=CSC2=N1	-29%	21%	?	1%	1%	i	8%	61	-2%
CCn1nc(C)c(CCN(C)C(=O)Nc2cc(Cl)c(OC)cc2OC)c1C	13%	4%	·	·	·	i	-5%	·	·
CCC(Oc1ccccc1)C(=O)N(CC)CC(=O)NCc1ccc(F)cc1 (configuration not stated)	6%	-5%	?	2%	-4%	i	0%	-13	8%
O=C(COc1ccc(F)cc1)Nc1ccc(OCc2cc(=O)n3ccsc3n2)cc1	5%	-2%	·	·	·	i	4%	·	·
Cc1ccc(CCNC(=O)CCS(=O)(=O)c2ccc(Br)cc2)cc1	·	-12%	4%	-1%	-1%	i	-2%	17	16%
O=C(CCNS(=O)(=O)c1ccccc1)OCc1nc2ccsc2c(=O)[nH]1	9%	3%	0%	5%	2%	i	-2%	28	-6%
CCOC(=O)Cn1c2ccc(OC)cc2c2nc3ccccc3nc21	-27%	0%	6%	-9%	-10%	i	-4%	9	-3%
O=C(Cn1c2ccccc2c2nc3n(c(=O)c21)CCS3)Nc1ccccc1	·	-20%	-7%	0%	-2%	?	-5%	-9	-14%
C=CC[C@@H](Cc1ccc(F)cc1)C(=O)OC[C@H]1CCCN1C(=O)[C@@H](CC=C)CC(=O)N[C@@H](CO)Cc1ccccc1	?	-10%	9%	-2%	-3%	?	0%	-6	-4%
Cc1cccc(C(=O)Nc2nnc(-c3cccnc3)o2)c1	-19%	-4%	-7%	-17%	?	i	15%	5	3%
COc1cc2oc(=O)c(Br)c(C)c2c(OC)c1OC	9%	-10%	13%	-10%	3%[9.24 µM]	i	14%	-5	-7%
COc1ccccc1NC(=O)COc1ccc(/C=N/NC(=O)c2cccnc2)cc1	0%	0%	-10%	8%	-6%	i	18%	-16	-8%
O=C(N/C(=C\c1cccs1)C(=O)N1CCOCC1)c1ccco1	6%	5%	-7%	14%	19%	i	5%	-9	1%
Cc1ccc(C)c(OC(C)C(=O)Nc2nccs2)c1 (configuration not stated)	1%	2%	-4%	-3%	-2%	i	-12%	60	17%
O=C(O)CCn1c(-c2ccccc2)cc2ccccc21	19%	12%	4%	-15%	-1%	i	7%	21	0%
Cc1ccc(Nc2c(-c3ccsc3)nc3c(C)cccn23)cc1	-29%	-14%	·	-18%	-20%	?	-19%	·	·
Cc1ccc(CNC(=O)CCN2C(=O)C(C)Oc3ccc(C)cc32)cc1 (configuration not stated)	-3%	-8%	·	·	·	i	10%	·	·
C[C@@H]1CN([C@@H](C)CO)C(=O)c2c(c3ccccc3n2C)-c2ccccc2CO[C@H]1CN(C)C(=O)[C@H](Cc1ccccc1)N(C)C	?	-54%	·	?	-25%	?	-2%	-11	·
COc1cc(C)cc2c1OC(c1ccccc1)CC2=O (configuration not stated)	2%	-13%	13%	-10%	-7%	i	5%	-1	?
C[C@H](CO)N1C[C@H](C)[C@H](CN(C)C(=O)c2ccccn2)Oc2ncc(Br)cc2C1=O	3%	33%	·	10%	22%	?	0%	-3	·
COC(=O)c1ccccc1NCc1cc(=O)oc2cc(O)c(O)cc12	-15%	-1%	?	-26%	?	i	?	31	?
COc1ccc(C(=O)c2cn(CC(=O)Nc3ccc4c(c3)OCCO4)c3ccc(OC)cc3c2=O)cc1	-4%	2%	·	·	·	?	4%	·	·
Cc1ccc(C)c(S(=O)(=O)Nc2ccccc2C(=O)Nc2ccc(S(=O)(=O)Nc3ncccn3)cc2)c1	2%	2%	-3%	4%	6%	i	6%	10	1%
COc1ccccc1CNS(=O)(=O)CCNC1CCCCC1	-3%	-5%	1%	7%	-1%	i	0%	10	-8%
COc1ccc(C)cc1NC(=O)C1CCCN(S(=O)(=O)c2cccs2)C1 (configuration not stated)	-4%	-1%	-9%	11%	0%	i	5%	-24	-3%
CN(C)C(=O)c1ccc(NC(=O)COC(=O)Cn2cc(C(F)(F)F)ccc2=O)cc1	5%	-4%	15%	7%	-2%	i	18%	9	-5%
COc1ccc(Cn2ccc3nc(C)c(C(=O)Nc4ccc(OC(F)(F)F)cc4)cc3c2=O)cc1	-21%	-24%	·	·	·	?	-12%	·	·
Cc1cc(C)cc(NS(=O)(=O)c2ccc3c(c2)OCC(C(=O)N2CCCC2)O3)c1 (configuration not stated)	-25%	-25%	·	·	·	?	-2%	·	·
CC(C)(C)CC(=O)Nc1nnc(CCc2ccccc2)s1	31%	-26%	·	4%	6%	i	10%	22	·
COC(=O)c1cnc(Oc2ccc(NC(=O)NC(=O)c3c(OC)cccc3OC)cc2)cc1C(F)(F)F	38%	5%	0.82µM*	?	1.3µM*	i	?	47	2.6µM*
COc1ccccc1CNS(=O)(=O)c1ccc(C)cc1	-36%	-11%	6%	-8%	-1%	?	-2%	20	-3%
Cc1ccccc1-c1ccc2c(c1)O[C@@H](CN(C)C(=O)Nc1ccc(C(F)(F)F)cc1)[C@H](C)CN([C@@H](C)CO)S2(=O)=O	?	-43%	·	16µM*	16µM*	?	?	?	·
CCn1cc2nc(SCC(=O)Nc3ccc(OC)cc3OC)n(Cc3ccc(Cl)cc3)c(=O)c2n1	-8%	-25%	·	·	·	i	17%	·	·
Cc1cc(C)cc(OCC(=O)NNC(=O)C2CCCO2)c1 (configuration not stated)	-2%	3%	-8%	20%	23%	i	12%	1	1%
Cc1nonc1C(=O)N/N=C/c1ccc(O)cc1O	?	-41%	?	?	2.1µM*	i	?	142	?
